D2 PAM: positively modulates the human D2 dopamine receptor allosterically | 340,000 compounds, 0.34% hits | P14416 | HEK293 T-REx D2, calcium flux, EC20 dopamine potentiation | potentiation, % at 10 µM;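 active means potentiation over 3 SD above the plate norm, cut at about 30% in these data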; further: 0% is about no effect
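Tetracycline-induced Hek293 Trex D2 cells, force-coupled to calcium, loaded with no-wash calcium dye. Compound added with 180 s kinetic read for agonism, then EC20 dopamine and a further 180 s read for potentiation.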
D1 ag: human D1 receptor agonism | P21728 | HEK293 T-REx D1 cells, calcium flux, agonist mode | activation, % at 2 µM | 360,000 compounds, 1% hits | AID 504660; in the data active means activation above about 30%; further: 0% is about no effect
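Inducible HEK293 T-REx D1 cells, force-coupled to calcium signalling, were plated at 4000 cells/well with tetracycline and held overnight at 30 C. After no-wash calcium dye loading, compound-evoked calcium rise over 180 s flagged agonists.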
D1 antagonist: blocks dopamine activation of the human D1 receptor; activity change, negative = inhibition, % at 10 µM; P21728; 360,000 compounds, 3.2% hits; HEK293 TREx D1 cells, calcium flux, dopamine EC80; hits give low values; in the data active means activity change below about -30%; further: on the % scale 0 is the no-effect control and ±100 the full control effect
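Calcium flux readout: force-coupled, inducible Hek293 Trex D1 line, cells induced overnight at 30 C with tetracycline, dye-loaded 30–90 min at RT. Antagonism scored against EC80 dopamine challenge given 180 s after compound.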
TRHR PAM: allosteric enhancers of human TRH receptor | enhancement, % at 2 µM | P34981 | TRHR cells, fluo-8 calcium fluorescence, EC20 TRH enhancement | 360,000 compounds, 0.66% hits; in the data active means enhancement above about 30%; further: 0% is about no effect
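TRHR-expressing cells loaded with fluo-8 calcium dye were read kinetically (ex 480/em 530) during compound addition, then stimulated with an EC20 of TRH (10 nM final). Enhancement of the Gq-mediated intracellular calcium response was scored.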
RXFP1 ag: activates the human relaxin receptor RXFP1. HEK293T-RXFP1 cAMP TR-FRET, 30 min; response scale: percent of porcine relaxin response, buffer zero. Potency, µM (top dose mostly 57.5 µM), for the others: at the top dose activation, most hits filed as activators. 370,000 compounds, 0.3% hits. AID 2676; active means well fitted activation curve with a large enough effect; further: potency means the concentration at half of the fitted maximal effect; on the % scale 0 is the no-effect control and ±100 the full control effect; nearly all actives have a fitted effect of over 60% in size; many of its hits are not listed in these tables
Target sequence (Q9HBX9 whole entry, looked up): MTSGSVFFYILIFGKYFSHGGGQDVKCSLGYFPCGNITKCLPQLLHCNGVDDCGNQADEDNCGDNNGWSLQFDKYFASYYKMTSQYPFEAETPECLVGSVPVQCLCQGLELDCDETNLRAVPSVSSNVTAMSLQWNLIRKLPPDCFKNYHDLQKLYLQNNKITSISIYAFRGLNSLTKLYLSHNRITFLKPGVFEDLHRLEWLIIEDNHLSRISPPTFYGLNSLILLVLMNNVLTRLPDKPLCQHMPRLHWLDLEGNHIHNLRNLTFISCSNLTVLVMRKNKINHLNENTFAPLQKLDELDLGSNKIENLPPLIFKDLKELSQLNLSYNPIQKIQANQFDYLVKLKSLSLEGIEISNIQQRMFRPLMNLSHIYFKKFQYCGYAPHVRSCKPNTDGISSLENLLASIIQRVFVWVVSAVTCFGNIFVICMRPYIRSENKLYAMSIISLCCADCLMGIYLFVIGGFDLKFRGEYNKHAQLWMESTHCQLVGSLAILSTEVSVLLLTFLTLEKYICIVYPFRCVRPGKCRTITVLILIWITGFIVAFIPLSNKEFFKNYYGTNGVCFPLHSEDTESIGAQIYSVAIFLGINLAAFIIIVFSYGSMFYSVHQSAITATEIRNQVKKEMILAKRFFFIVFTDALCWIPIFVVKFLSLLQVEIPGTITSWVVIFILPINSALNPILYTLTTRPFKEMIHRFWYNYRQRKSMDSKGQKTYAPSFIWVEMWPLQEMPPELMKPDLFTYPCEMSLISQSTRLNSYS
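cAMP rise read by TR-FRET after 30 min, 37C compound exposure (up to 58 uM) in RXFP1-transfected HEK293 cells with Ro 20174 present. EC50 from Hill-equation fits, with 29 nM porcine relaxin as 100% and buffer as basal.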
D2 antag: antagonists of human D2 dopamine receptor; inhibition, % at 10 µM; HEK293 TREx D2 cells, calcium flux, dopamine EC80; 340,000 compounds, 2% hits; in the data active means inhibition above about 30%; further: 0% is about no effect
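In this primary screen, negative modulation is detected by tracking calcium flux after an EC80 dopamine challenge in inducible HEK293 T-REx D2 cells preexposed to test compound for 180 s.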
D2 agonist: activates the human D2 dopamine receptor; P14416; HEK293 T-REx D2 cells, calcium flux agonist mode; activation, % at 2 µM; 340,000 compounds, 0.53% hits;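 active means activation over 3 SD above normal in the single-dose calcium agonist read, cut at about 30% in these data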; further: 0% is about no effect
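Agonism scored from kinetic calcium signal (1 read/sec, 180 s) following compound pin transfer, after a 10 s baseline. Cells: HEK293 Trex line expressing inducible D2 receptor coupled to calcium, dye-loaded after overnight culture at 30 C.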
RXFP1 antagonist: RXFP1 (human) relaxin receptor antagonism; Q9HBX9; HEK293-RXFP1, relaxin-stimulated cAMP HTRF, 30 min; hits give low values; activity change, negative = inhibition, % at 57.5 µM; 350,000 compounds, 0.59% hits; AID 1259400;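 active means activity change of -60% or lower, but not beyond a set lower limit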; further: on the % scale 0 is the no-effect control and ±100 the full control effect
D1 PAM: potentiators of human D1 dopamine receptor; P21728; HEK293 TREx D1 cells, calcium flux, dopamine EC20 potentiation; potentiation, % at 10 µM; 360,000 compounds, 0.036% hits; AID 504651; in the data active means potentiation above about 30%; further: 0% is about no effect
Active calls of the source: *; . = no result given; & = joins results of further samples.

SMILES | D2 PAM | D1 ag | D1 antagonist | TRHR PAM | RXFP1 ag | D2 antag | D2 agonist | RXFP1 antagonist | D1 PAM
CCN(CC)c1ccc(NC(=O)c2ccc(Br)o2)c(C)c1 | . | 35* | -1 | 8 | -0.7% | -20 | 1.5 | -1 | -9
Cc1cc(C)n2nc(C(=O)OC(C)C(=O)c3ccccc3)nc2n1 (stereo not given) | 1 | -1 | 2 | 1 | -1.5% | 6 | 0.2 | -8 | -6
CC1=C(C(=O)Nc2ccc(Cl)cc2)C2(CCCCC2)C(C(N)=O)C(=S)N1 (stereo not given) | -2 | 1 | 7 | 6 | 0.6% | -11 | 4.4 | . | -5
COc1ccc(C(=O)N(C)CCCC2CCCC2)cc1OC1CCN(C(C)C)CC1 | -11 | 17 | -47* | 3 | 2.4% | -17 | 0.2 | -3 | -3
CC(C)Nc1nc(NC(C)C)nc(C(N)=O)n1 | 6 | 1 | -5 | -4 | 1.9% | -7 | 1.2 | 5 | -5
O=C(CSc1ccc2nnc(-c3ccncc3)n2n1)N1CCc2ccccc21 | 1 | 1 | -8 | -9 | 6.0% | 1 | 0.6 | . | 0
COc1ccc(C2c3c(oc4ccccc4c3=O)C(=O)N2c2ccccn2)cc1 (stereo not given) | 3 | 1 | 3 | 7 | 3.4% | 16 | 0.4 | -15 | 3
O=C(Nc1ccccc1C(=O)O)c1cccc(N2C(=O)c3ccccc3C2=O)c1 | -5 | 4 | -17 | 12 | 3.0% | -35 | -1.4 | -25 | -5
C=CCOc1ccc(C2/C(=C(\O)c3c(C)[nH]c(C(=O)OC)c3C)C(=O)C(=O)N2CCN(C)C)cc1 (stereo not given) | -7 | -2 | 0 | 0 | 8.5% | -4 | -0.3 | 15 | 3
CC(C)(C)C(=O)Nc1ccnn1C1CCN(C(=O)c2cccc(Cl)c2)CC1 | -4 | 3 | 2 | -5 | -2.0% | -7 | -2.6 | -6 | 3
CCOc1cc(/C=C2\C(=N)N3N=C(C)SC3=NC2=O)ccc1OCCOc1ccccc1 | -2 | 2 | -9 | 13 | 1.2% | 6 | -0.1 | 13 | -7
COC(=O)C1=C(C)N(Cc2ccccc2)C(=NCc2cccc(C(F)(F)F)c2)N[C@H]1c1cccc(C(F)(F)F)c1 | . | 5 | -15 | 16 | 0.5% | . | . | . | 3
O=C(OCCOc1ccc(Br)cc1)c1cnccn1 | . | 3 | -7 | 4 | -0.7% | . | . | -2 | -4
CCOC(=O)c1ccc(NC(=O)CC2C(=O)N(c3cccc(OC)c3)C(=O)N2C2CCCCC2)cc1 (stereo not given) | -2 | 2 | -8 | -1 | 2.9% | . | 0.7 | . | -3
COc1ccc(/C(O)=C2/C(=O)C(=O)N(CCN3CCNCC3)C2c2cccc([N+](=O)[O-])c2)cc1 (stereo not given) | 1 | 2 | -3 | 0 | 1.9% | -4 | 0.0 | 2 | 1
CCCCn1c(N)c(N(CCOC)C(=O)COC(=O)C(C)Oc2ccc(Cl)cc2)c(=O)[nH]c1=O (stereo not given) | 3 | 1 | -9 | -1 | 0.2% | -1 | 0.3 | -8 | -9
Cc1c(NC(=O)c2cc(-c3cccc(Cl)c3)on2)c(=O)n(-c2ccccc2)n1C | -3&22 | -1&1 | -21&-5 | 0&1 | -5.5%&-2.2% | -12 | -0.6&-0.2 | 4&-11 | -6&0
COc1cccc(CNC(=O)CCC2CCCN(C(=O)c3csc(C(C)C)n3)C2)c1 (stereo not given) | 12 | 0 | -18 | -5 | -2.9% | 3 | 0.4 | 8 | -5
COC(=O)c1sc(=S)n(-c2ccc(Cl)cc2)c1C | 24 | 6 | 6 | -11 | 1.1% | 3 | -0.7 | -7 | -1
COc1ccccc1CNC(=O)C1=CCN(S(=O)(=O)c2ccc(C)cc2)CC1 | 4 | 2 | 1 | -2 | 0.2% | -1 | -0.2 | 0 | 1
N#CCC(=O)c1sccc1-n1cccc1 | 0 | 4 | -13 | -3 | -0.6% | 1 | -0.5 | -18 | -3
Cc1ccc(OCC(=O)Nc2cc(S(=O)(=O)N3CCOCC3)ccc2N2CCCC2)cc1 | . | 0 | 1 | -13 | -0.6% | . | . | -7 | -2
COc1ccccc1NC(=O)CN1C(=O)C2(SCC(=O)N2c2ccc(C)c(C)c2)c2ccccc21 (stereo not given) | 4 | 5 | -11 | -5 | -1.2% | . | -1.0 | . | -4
CCCCc1c(CCC)c(=N)c2ccccc2n1C | 9 | 2 | -11 | -5 | 2.9% | 2 | 0.1 | -5 | -6

Looked up above:
For D1 PAM, COc1ccccc1NC(=O)CN1C(=O)C2(SCC(=O)N2c2ccc(C)c(C)c2)c2ccccc21 (stereo not given) shows -4
For D1 PAM, Cc1ccc(OCC(=O)Nc2cc(S(=O)(=O)N3CCOCC3)ccc2N2CCCC2)cc1 shows -2
For RXFP1 ag, CCOC(=O)c1ccc(NC(=O)CC2C(=O)N(c3cccc(OC)c3)C(=O)N2C2CCCCC2)cc1 (stereo not given) shows 2.9%
For RXFP1 antagonist, N#CCC(=O)c1sccc1-n1cccc1 shows -18

(further entries)
SMILES | D2 PAM | D1 ag | D1 antagonist | TRHR PAM | RXFP1 ag | D2 antag | D2 agonist | RXFP1 antagonist | D1 PAM
COCCn1c(SCc2cnc(-c3ccccc3)s2)nnc1-c1ccncc1 | 4 | -2 | 5 | -3 | -0.6% | -4 | 0.1 | -1 | 6
O=C1CSC(=S)N1/N=C/C=C/c1ccccc1 | 4 | 4 | -11 | 9 | 1.8% | -9 | 1.4 | 7 | 1
COc1ccc2cnnc(SCC(=O)Nc3ccc(C(C)=O)cc3)c2c1OC | -14 | -1 | -15 | -11 | 22% | -24 | -2.1 | . | -3
CC(=O)Nc1ccc(NC2=Nc3ccccc3N3C2=Nc2c(c(C)nn2-c2ccccc2)C3c2ccccc2)cc1 (stereo not given) | -4 | 7 | -20 | 5 | -0.1% | -4 | 2.0 | -2 | -11
COc1ccc(NS(=O)(=O)c2cccc(C(=O)NNC(=O)c3cccc(NC(C)=O)c3)c2)cc1 | 4 | 1 | -18 | -14 | 1.2% | 12 | 0.1 | 3 | -14
CCOC(=O)N1CCN(C(=O)CSc2nnc3[nH]c(=O)c(C)c(C)n23)CC1 | 14 | -2 | 7 | 2 | 1.6% | -28 | 1.1 | 2 | 1
COc1ccccc1N1CCN(C(=O)Nc2cccc(Cl)c2)CC1 | -6 | 8 | 7 | -6 | 0.3% | -6 | -0.2 | -2 | -3
O=C(Nc1ccccn1)c1ccc2c(=O)n3c(nc2c1)CCCCC3 | 8 | 1 | -3 | 10 | 1.4% | -11 | 0.0 | 2 | -2
O=C(N/N=C/c1cc(Cl)ccc1O)c1cccnc1 | -2 | 14 | 13 | -3 | -0.1% | -8 | 0.3 | -19 | 1
O=C(CC1(O)C(=O)N(Cc2ccccc2)c2ccccc21)c1ccncc1 (stereo not given) | -1 | 1 | 5 | -3 | -1.4% | 0 | -0.7 | 8 | 3
O=C(Nc1nc2ccccc2n1CCOc1ccccc1)c1ccco1 | 1 | 3 | 4 | 2 | 0.1% | -4 | 1.1 | -7 | 3
N/C(=N\OC(=O)c1cc(Cl)ccc1Cl)c1ccccn1 | 7 | 1 | 12 | 5 | -0.8% | -3 | -1.0 | -7 | -5

Filtered by structure, those above with two or more sulfur atoms
SMILES | D2 PAM | D1 ag | D1 antagonist | TRHR PAM | RXFP1 ag | D2 antag | D2 agonist | RXFP1 antagonist | D1 PAM
COC(=O)c1sc(=S)n(-c2ccc(Cl)cc2)c1C | 24 | 6 | 6 | -11 | 1.1% | 3 | -0.7 | -7 | -1
COCCn1c(SCc2cnc(-c3ccccc3)s2)nnc1-c1ccncc1 | 4 | -2 | 5 | -3 | -0.6% | -4 | 0.1 | -1 | 6
O=C1CSC(=S)N1/N=C/C=C/c1ccccc1 | 4 | 4 | -11 | 9 | 1.8% | -9 | 1.4 | 7 | 1

The list continues:
SMILES | D2 PAM | D1 ag | D1 antagonist | TRHR PAM | RXFP1 ag | D2 antag | D2 agonist | RXFP1 antagonist | D1 PAM
CCOc1ccc2nc(NC(=O)CN3CCOCC3)sc2c1 | 6 | 0 | -30 | -1 | 1.4% | 2 | 0.0 | -8 | -6
CCc1ccc(NC(=O)c2cnn(-c3c(C)cccc3C)c2C2CCN(C(=O)OC(C)(C)C)CC2)cc1 | -6 | 6 | 16 | 8 | -1.6% | . | 0.8 | -9 | -5
O=C(CCNC(=O)c1ccc(Cl)cc1)Nc1ccc(S(=O)(=O)N2CCOCC2)cc1 | 0 | 2 | -13 | 6 | -1.0% | 9 | 0.7 | -8 | -5
CCOC(=O)C1=C(C)N(C)C(=O)NC1c1c(C)nn(-c2ccccc2)c1C (stereo not given) | 22 | 1 | 7 | 16 | 0.4% | 5 | 0.5 | -2 | -2
COc1ccc(-c2nnc(N(C)C(=O)c3cccnc3)s2)cc1 | 13 | 3 | -20 | 3 | 1.8% | -8 | -0.5 | -8 | -1
COc1ccc2[nH]cc(CCn3ccc(=O)c(C)c3C)c2c1 | 0 | 1 | 9 | -1 | -3.0% | 8 | 0.1 | 0 | 3
COc1cccc(NC(=O)NCc2cccn2C)c1 | -2 | 0 | -14 | -2 | 0.8% | 3 | -0.4 | 6 | -3
Cc1nc(SCC(=O)c2c[nH]c3ccccc23)n[nH]1 | 2 | 1 | -6 | -2 | 1.7% | 7 | 0.6 | -3 | -4
O=C(CSc1nnc(-c2ccc(C(F)(F)F)cn2)s1)c1ccc(Cl)cc1 | -3 | 3 | 9 | -4 | 4.6% | -12 | -0.1 | -22 | 6
C(=NCCCN1CCOCC1)c1ccc2c(c1)OCO2 | -5 | 1 | -9 | 3 | -0.5% | 9 | -0.1 | 31 | -6
Cc1cc(Br)ccc1OCC(=O)NNC(=O)c1cnccn1 | 4 | 0 | -1 | -5 | 0.6% | 2 | -4.6 | 19 | 1
CC1CCN(C2=C(NS(=O)(=O)c3ccc(Br)cc3)C(=O)c3ccccc3C2=O)CC1 | 1 | 5 | 2 | -3 | 0.1% | -8 | -0.4 | -2 | 1
c1ccc(-c2ccccc2OCCCN2CCCC2)cc1 | -27 | 10 | -39* | -3 | -0.2% | 2 | 0.6 | -4 | -3
CC1(C)C(c2ccco2)=[N+]([O-])C2(CCCCC2=O)N1O (stereo not given) | -1 | -1 | 8 | 4 | 0.9% | -3 | 0.1 | -5 | -4
CC(=O)n1cc(/C=N/NC(=O)c2ccc([N+](=O)[O-])cc2)c2ccccc21 | . | 1 | -21 | -1 | 4.3% | . | . | 1 | -5
O=C(Nc1ccc(N2CCOCC2)cc1)C1CCCCC1 | 9 | 0 | -9 | 4 | 0.2% | 10 | -0.1 | -13 | -7
Cn1nc(-c2ccc(Cl)cc2)c2cc(C(=O)NCC3CCCO3)sc21 (stereo not given) | 2 | 0 | -1 | -2 | 0.1% | -23 | -2.2 | . | 2
Cn1cccc1CC(=O)N/N=C/c1ccco1 | -1 | 5 | 3 | -3 | -2.7% | -18 | 0.8 | -6 | -1
Brc1ccc(-c2nnc3n2-c2ccccc2CC3)cc1 | 2 | 1 | 3 | -4 | 1.0% | -7 | -1.3 | -15 | 0

Only part of the results is shown; rates above refer to the full screens.
